# Compound activity deposited in PubChem BioAssay by The Scripps Research Institute Molecular Screening Center.
# PME-1 primary: PME-1 (human) inhibition; Q9Y570; recombinant PME-1, FP-Rh probe fluorescence polarization; inhibition, % at 5.9 µM; actives 0.53% (n = 320,000); AID 2130;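 active means inhibition above the campaign mean of all compounds plus 3 SD, cut at about 26% in these data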;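 further: competitive labeling of PME-1 active site by serine hydrolase directed probe; 0% = PME-1 with DMSO and 100% = wells lacking PME-1 enzyme; inhibitors block probe labeling so polarization falls and inhibition rises; many of its hits are not listed in these tables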
# PAFAH1B2 inh: blocks human PAF acetylhydrolase 1b catalytic subunit 2. P68402. recombinant PAFAH1B2, FP-rhodamine activity probe, fluorescence polarization. inhibition, % at 3.39 µM. actives 1.2% (n = 340,000);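 active means inhibition above the mean of all tested compounds plus 3 SD, cut at about 24% in these data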;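 further: 0% = enzyme with DMSO and 100% = wells lacking PAFAH1B2; many of its hits are not listed in these tables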
# Target sequence (P68402 whole entry, looked up): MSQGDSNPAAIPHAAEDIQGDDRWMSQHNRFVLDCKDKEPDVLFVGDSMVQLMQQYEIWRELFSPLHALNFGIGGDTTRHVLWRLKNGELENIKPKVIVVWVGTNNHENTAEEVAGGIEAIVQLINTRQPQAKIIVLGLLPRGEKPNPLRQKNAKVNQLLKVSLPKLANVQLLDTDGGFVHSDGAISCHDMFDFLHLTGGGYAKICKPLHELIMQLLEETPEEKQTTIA
# Fam108B inh: blocks mouse Fam108B hydrolase in RBBP9 counter-screen; inhibition, % at 9.51 µM; recombinant Fam108B, FP-Rh probe fluorescence polarization; actives 0.33% (n = 300,000); AID 1947;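 active means inhibition above the screen mean inhibition plus 3 SD, computed separately per campaign, cut at about 18% in these data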;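 further: inhibitors lower polarization as less probe binds the enzyme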
# pPAFAH FP inh: inhibitors of human plasma PAF acetylhydrolase (pPAFAH). AID 463082. Q13093. recombinant pPAFAH, FP-rhodamine probe fluorescence polarization. inhibition, % at 3.39 µM. actives 1.5% (n = 330,000);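 active means inhibition above the mean inhibition across the screen plus 3 SD, cut at about 25% in these data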;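 further: inhibitors block binding of the rhodamine activity-based probe so polarization drops; 0% = enzyme with DMSO and 100% = wells lacking pPAFAH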
# GSTO1 inh: counter-screen for RBBP9 inhibitors: inhibitors of human GSTO1; P78417; recombinant GSTO1, activity-based probe fluorescence polarization; inhibition, % at 5.96 µM; actives 1.1% (n = 300,000); AID 1974;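 active means inhibition above the campaign mean inhibition plus 3 SD, cut at about 35% in these data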;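 further: 0% = GSTO1-1 with DMSO and 100% = wells lacking GSTO1-1 enzyme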
# Target sequence (P78417 whole entry, looked up): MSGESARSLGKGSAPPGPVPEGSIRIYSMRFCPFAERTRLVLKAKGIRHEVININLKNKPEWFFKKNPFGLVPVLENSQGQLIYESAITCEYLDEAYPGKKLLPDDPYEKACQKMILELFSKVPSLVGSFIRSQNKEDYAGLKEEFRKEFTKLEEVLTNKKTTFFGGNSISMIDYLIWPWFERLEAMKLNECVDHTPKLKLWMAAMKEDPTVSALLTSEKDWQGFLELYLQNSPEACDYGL
# PAFAH2 FP inh: inhibitors of human PAFAH2. Q99487. recombinant PAFAH2, FP-rhodamine activity probe, fluorescence polarization. inhibition, % at 3.39 µM. actives 0.99% (n = 340,000). AID 492956;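 active means inhibition above the mean over all tested compounds plus 3 SD, cut at about 30% in these data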;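 further: inhibitors block probe labeling of enzyme so polarization drops; 0% = enzyme with DMSO and 100% = wells lacking PAFAH2 protein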
# LYPLA1 inh: counter-screen for PME1 inhibitors: inhibitors of human LYPLA1. O75608. recombinant LYPLA1, FP-Rh probe fluorescence polarization. inhibition, % at 5.9 µM. actives 0.16% (n = 320,000);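 active means inhibition above the mean of all tested compounds plus 3 SD, set per campaign, cut at about 14% in these data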;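 further: inhibitors block serine hydrolase probe labeling of LYPLA1 so polarization falls; 0% = enzyme with DMSO and 100% = wells lacking LYPLA1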
# Target sequence (O75608 whole entry, looked up): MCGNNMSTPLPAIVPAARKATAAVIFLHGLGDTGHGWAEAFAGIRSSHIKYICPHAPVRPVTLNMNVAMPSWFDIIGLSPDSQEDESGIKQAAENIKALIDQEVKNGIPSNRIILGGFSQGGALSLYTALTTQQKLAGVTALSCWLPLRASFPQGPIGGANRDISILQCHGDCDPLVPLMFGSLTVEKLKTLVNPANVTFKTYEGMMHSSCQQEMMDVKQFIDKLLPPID
# PAFAH1B3 inh: PAFAH1B3 (human) inhibition. Q15102. inhibition, % at 3.39 µM. recombinant PAFAH1B3, FP-rhodamine probe, fluorescence polarization. actives 0.28% (n = 340,000). AID 492972;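 active means inhibition above the screen-wide average of all tested compounds plus 3 SD, cut at about 25% in these data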;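 further: 0% = enzyme with DMSO only and 100% = wells lacking PAFAH1B3 protein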
# Target sequence (Q15102 whole entry, looked up): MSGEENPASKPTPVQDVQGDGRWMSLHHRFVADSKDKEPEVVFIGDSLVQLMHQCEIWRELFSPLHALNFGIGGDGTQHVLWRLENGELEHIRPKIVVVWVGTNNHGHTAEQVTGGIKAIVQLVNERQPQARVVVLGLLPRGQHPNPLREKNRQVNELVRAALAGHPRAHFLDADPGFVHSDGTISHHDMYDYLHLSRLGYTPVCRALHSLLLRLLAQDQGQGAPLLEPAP
# PAD4 FP inh: inhibitors of human PAD4 | Q9UM07 | recombinant PAD4, RCA probe fluorescence polarization | inhibition, % at 6.36 µM | actives 0.41% (n = 330,000);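 active means percent inhibition above a cutoff equal to the mean of all tested compounds plus 3 SD, cut at about 15% in these data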;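 further: 0% = PAD4 with RCA probe and DMSO and 100% = probe without PAD4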
# Numbers without * were called inactive; x = no result given. A portion of the library; count on the stated rates, not on these rows.
smiles	GSTO1 inh	pPAFAH FP inh	PAD4 FP inh	PME-1 primary	Fam108B inh	PAFAH1B3 inh	PAFAH1B2 inh	PAFAH2 FP inh	LYPLA1 inh
Cc1ccc(NC(=O)c2cc(Cl)nc3ccccc23)cc1	10	8	1	3	2	1	2	7	3
COc1ccc(CCC(=O)Nc2cc(S(=O)(=O)N3CCCCC3)ccc2N(C)C)cc1	x	0	-6	13	x	3	2	3	0
CSc1cccc(NC(C)=O)c1	2	-2	2	5	-2	2	-1	-1	4
COc1ccc(CC(=O)N/N=C(/C)c2ccco2)cc1	13	-5	-2	-11	1	5	1	10	-7
CCOC(=O)N/N=C/c1ccccc1F	-2	-4	3	3	1	-12	0	-10	2
COc1ccc(/C=C(\CC(=O)O)c2nc3ccccc3o2)cc1	0	2	-1	7	2	1	2	2	0
Cc1ccc(CCN2CC(C(=O)N3CCN(c4ccc(F)cc4)CC3)CC2=O)cc1 (centres undefined)	-1	-1	-6	2	0	10	1	-2	0
CC(=O)Nc1ccccc1OC(C)C(=O)N1CCC(C)CC1 (centres undefined)	-5	1	-5	-4	-4	1	2	5	1
CC(NC(=O)C(C)(C)C)C(c1cccs1)N1CCN(Cc2ccccc2)CC1 (centres undefined)	1	6	2	-1	0	0	1	-5	3
COc1ccc(OC)c(CNC(=O)C(C)n2nc(C)c3c(C)n(-c4ccccc4)nc3c2=O)c1 (centres undefined)	1	7	-1	-2	0	7	2	-1	2
CCCOC(=O)c1ccc(NC(=O)C(=O)NCCN(CC)CC)cc1	7	9	-3	-4	2	9	0	2	-1
O=C1CCCN1CC(O)CS(=O)(=O)Cc1ccccc1 (centres undefined)	-1	5	-2	-3	-1	7	7	1	1
COc1ccccc1-c1nnc(-c2ccc(F)cc2)o1	-5	5	2	4	-1	x	x	x	0
CCC(CC)C(=O)Nc1cccc(-c2ccc3nncn3n2)c1	-7	3	1	0	-1	8	4	7	0
Cc1ccc(-c2ccc(SCC(=O)c3ccccc3)nn2)cc1	-8	1	5	-6	-3	1	-1	-5	-1
CCN(CC)S(=O)(=O)c1ccc(F)c(C(=O)NCCCN2CCOCC2)c1	0	3	-3	2	-1	0	1	7	-1
COc1cc(C2SCC(=O)N2Cc2ccccc2)cc(OC)c1OC (centres undefined)	-2	11	-2	0	0	6	-4	-9	1
CN(CC(=O)Nc1cccc(F)c1)C(=O)c1ccc(NC2CC2)c([N+](=O)[O-])c1	-2	0	-3	0	4	-3	-1	-4	0
Cc1ccc(-n2nc3c(c2NC(=O)c2cccs2)CS(=O)(=O)C3)cc1C	4	-4	11	-12	1	4	-2	-28	-5
O=C(Cn1nnc(-c2ccccc2F)n1)Nc1ccc(S(=O)(=O)NC2CCCC2)cc1	7	-28	-1	-48	-27	-51	-13	-33	-17
O=C(C1=C[C@@H](C2CC2)C[C@@H](OCc2ccc(CO)cc2)O1)N1CCN(Cc2ccccc2)CC1	1	3	-1	3	2	-3	9	-1	3
CCOc1cc(/C=C(\C#N)C(=O)Nc2ccccc2C(=O)O)ccc1OC(=O)c1ccc(C)cc1	-8	-6	0	-5	1	-3	-2	-1	-5
COc1ccccc1N1CCN(S(=O)(=O)c2cc(C)sc2C)CC1	-1	5	3	3	-2	5	-2	7	-4
CC(C)(C)c1csc(NC(=O)c2ccncc2)n1	2	-1	-6	-1	-1	-3	3	29	-3
COc1ccc(-c2c(C)nc(N)nc2-c2ccc(OCc3ccc(C)cc3)cc2O)cc1OC	-1	0	4	4	7	2	4	1	-4
C/C(=N/NC(=O)CN1CCN(S(=O)(=O)c2ccc(Br)cc2)CC1)c1ccco1	5	3	5	8	-2	4	27*	4	-3
CN(CCOc1ccc(Cl)cc1)C(=O)c1ccc2c(=O)n3c(nc2c1)CCC3	7	3	-1	1	-1	7	-1	-1	5
CCOC(=O)N/N=C/c1cn(CCCOc2ccc(C)cc2)c2ccccc12	4	13	-2	8	2	7	-1	4	0
CC(C)(C)C1CCC2(CC1)Nc1cccc3cccc(c13)N2	6	0	-24	-8	1	-6	-4	-4	-9
O=C(O)/C=C/c1coc2ccccc2c1=O	9	-1	-2	-7	4	5	0	16	3

# Continued.
smiles	GSTO1 inh	pPAFAH FP inh	PAD4 FP inh	PME-1 primary	Fam108B inh	PAFAH1B3 inh	PAFAH1B2 inh	PAFAH2 FP inh	LYPLA1 inh
CCC(=O)Nc1cccc(NC(=O)c2cc3ccccc3o2)c1	-3	-1	1	-9	1	0	-2	5	-1
O=C1NC(=Nc2ccccc2)S/C1=C\c1cccs1	-8	12	-2	-15	-5	-11	-2	2	-8
CC1(C)CN(c2ccc(F)cc2)C1=O	4	1	2	2	3	5	2	4	-1
CS(=O)(=O)NCCn1ccc2ccccc21	-1	1	-6	-3	3	5	5	-9	-3
Cc1ccc(C(C(=O)NC2CCCCC2)N(C(=O)CCCC(=O)Nc2ccccn2)c2ccc3c(c2)OCCO3)cc1 (centres undefined)	3	-2	6	2	3	1	-5	-2	0
O=C(Nc1cccc(F)c1)C1CCCN(S(=O)(=O)c2ccccc2)C1 (centres undefined)	4	4	-2	-1	1	3	5	3	1
O=C(COC(=O)COc1ccccc1Cc1ccccc1)Nc1cccnc1Cl	4	3	1	0	-1	4	10	-5	0
CCOc1ccc(/C=N/NC(=S)NC2CC3C=CC2C3)cc1 (centres undefined)	6	13	6	5	3	x	x	x	-1
O=C(Nc1nc(-c2cccs2)cs1)c1ccc(S(=O)(=O)N2CCCC2)cc1	-12	-10	-5	-37	-20	2	-5	-8	-32
Cc1ccccc1N1CC(C(=O)Nc2nnc(SCc3ccccn3)s2)CC1=O (centres undefined)	-3	14	-12	-1	5	-1	0	8	-1
COc1cc(NC(=O)c2ccco2)c(C(=O)OCC(=O)c2c[nH]c3ccccc23)cc1OC	-20	-10	-5	-43	-46	-36	-19	-34	-25
COc1cc(SC)ccc1C(=O)NCc1ccccc1	3	3	-3	-5	3	6	2	-8	-1
COc1ccc(NC(=S)N2CCC(C(=O)c3ccc(C)cc3)CC2)cc1	0	6	0	-5	0	10	6	11	-3
COc1ccc(-c2cc(C(F)(F)F)nc(-n3ccnc3C)n2)cc1	3	-1	0	0	3	10	4	4	2
Cc1ccc(/C=N/NC(=O)Cn2nnc(N)n2)cc1	7	7	-4	-1	-1	4	0	1	0
Cc1ccc(-c2csc(NC(=O)C3CC(=O)N(Cc4ccco4)C3)n2)cc1 (centres undefined)	10	2	-3	7	-7	-2	1	-1	-3
Cc1ccc(S(=O)(=O)N(C)C)cc1NC(=O)C1CCCCC1	8	5	-1	-6	0	2	7	5	2
O=C(NNC(=O)C12CC3CC(CC(O)(C3)C1)C2)c1ccccc1O	-1	2	-2	3	-1	2	1	7	2
CCCCSc1nc2c(cnn2-c2ccc(Cl)cc2)c(=O)[nH]1	-1	4	0	-4	-4	3	-2	-4	-4
Cn1c2ccccc2c2ncn(CCCN3CCOCC3)c(=O)c21	15	0	4	-10	1	-5	-1	-3	-5
CCOC(=O)C(CCOc1cccc(CC)c1)C(=O)OCC	1	6	0	2	6	9	-2	1	-2
Cc1cc(C)cc(N2C(=O)N(c3ccccc3C)C3CS(=O)(=O)CC32)c1 (centres undefined)	-6	-2	0	3	3	-7	5	6	-2
CC(=O)Nc1ccc(OCC(=O)NCc2ccc(C)cc2)cc1	2	1	2	-8	-2	-4	4	-13	1
Cc1ccc(S(=O)(=O)Nc2ccc3c(c2)OCCO3)c(C)c1NS(C)(=O)=O	6	-3	-3	-2	-3	0	3	6	0
NC12CC3CC(CC(C3)C1)C2	-1	-1	-5	-1	-2	2	0	1	2
CS(=O)(=O)N1CCN(C(=O)c2cccnc2)CC1	8	4	-2	5	1	6	5	5	-1
CN(Cc1c(C(=O)N/N=C/c2cccc(O)c2)nnn1-c1nonc1N)C1CCCCC1	-2	-9	7	-14	-7	8	1	-2	-7
COc1cccc(-c2sc3ccc(OC)cc3c2-c2ccc(OCCN3CCCC3)cc2)c1	x	7	-5	x	x	8	-1	-1	x
O=C(COC(=O)c1cc(-c2ccccc2)nc2ccccc12)NC1CC1	x	-4	-1	x	x	6	2	3	x
C=CCOC(=O)c1ccc(-n2cncn2)nc1	-9	0	1	-1	1	7	-1	-4	-2

# The results go on.
smiles	GSTO1 inh	pPAFAH FP inh	PAD4 FP inh	PME-1 primary	Fam108B inh	PAFAH1B3 inh	PAFAH1B2 inh	PAFAH2 FP inh	LYPLA1 inh
CSc1nc(=O)n(-c2ccccc2)c(C)c1C(C)=O	7	-1	-5	3	-1	2	5	5	-2
COc1ccc(-c2csc(NC(=O)CSc3nc(C)nc4sc(C(=O)O)c(C)c34)n2)cc1	-36	17	-6	2	-8	-7	1	0	-9
Cc1ccc(C2(O)CN(c3ccccc3)C3=[N+]2CCS3)cc1 (centres undefined)	-2	4	1	-2	6	1	2	0	3
CS(=O)(=O)N(CC(=O)N1CCN(Cc2ccccc2)CC1)c1cccc(Cl)c1	4	0	-2	5	-3	5	5	1	3
CCOC(=O)C1=C(C)NC(C)=C(C(=O)OCC)C1C(=O)OCC(=O)NCc1ccccc1	x	3	-4	x	x	14	6	6	x
CN(C)c1ccc(S(=O)(=O)NCC(=O)N2CCN(c3ccccc3)CC2)cc1[N+](=O)[O-]	8	7	-3	8	1	2	-2	1	18*
O=C(Cc1cccs1)Nc1cccc(-c2ccc3nncn3n2)c1	-6	4	-2	-1	-3	7	3	2	-4
Cc1ccc(-c2cc(-c3ccco3)c(C#N)c(=O)[nH]2)cc1	16	35*	-5	3	4	13	7	23	-2
O=C(Nc1ccc(N2CCOCC2)c(Cl)c1)c1cccc(F)c1	-4	6	-3	-8	3	-6	2	0	3
Fc1c(F)c(F)c(NC2=NCCCCC2)c(F)c1F	7	5	1	-1	-1	-1	-2	-21	1
CCN(CC(=O)Nc1ccccc1C(F)(F)F)C(=O)CCOc1ccccc1C	-1	-7	-3	-1	2	4	-3	0	-4
O=c1c2ccccc2ncn1/N=C/c1ccccc1	0	1	0	4	-2	7	3	3	2
CCCCn1c(-c2sccc2C)n[nH]c1=S	-3	-2	-3	-2	0	4	10	-1	-2
Cc1c(C#N)c(O)n(CCO)c(=O)c1N=Nc1ccc(S(N)(=O)=O)cc1	3	3	3	-14	6	20	16	2	-3
OCCCNc1nc(-c2ccccc2)c2cc(Cl)ccc2n1	3	7	3	-4	-1	x	x	x	1
Cc1cc(C)n2[nH]c(=O)c(N=Nc3ccccc3)c2n1	11	-3	-11	-8	-5	4	2	10	-4
CC1Cc2ccccc2N1S(=O)(=O)c1cccc2nsnc12 (centres undefined)	-6	9	7	3	1	0	-1	2	5
CC(C)N(Cc1ccccc1)C(=S)Nc1cccnc1	-1	4	4	0	1	6	10	-2	1
CCCc1c(O)nc(SC2CC(=O)N(c3ccc(C)c(Cl)c3)C2=O)[nH]c1=O (centres undefined)	3	7	1	-3	-1	x	x	x	3
CCc1ccc(NC(=O)C2CCCN2c2nn3c(=O)cc(C)nc3s2)cc1 (centres undefined)	4	2	3	2	0	12	4	-4	-5
CCn1c(N)c(C(=O)COC(=O)CCc2nc3ccccc3c(=O)[nH]2)c(=O)[nH]c1=O	x	2	2	1	x	9	-4	-9	2
Cc1cccc(CN(C(=S)Nc2c(C)cccc2C)c2cccnc2)c1	-4	11	-2	7	1	15	-1	1	2
